# Source: PubChem (Sanford-Burnham Center for Chemical Genomics)
# mIAP inh – mouse IAP inhibition | hit rate 0.2% among 330,000 | purified mouse IAP, CDP-Star luminescence, 30 min | inhibition, % at 10 µM;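 active means inhibition of at least 40% at 10 µM in the primary screen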;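 further: plate controls were DMSO with enzyme for no effect and no enzyme wells for full effect; values of inactives mirror those of a sister screen read the other way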
# TIM10 inh – inhibits growth of TIM10 yeast strain. S. cerevisiae TIM10 strain growth, BacTiter-Glo luminescence, 24 h. inhibition, % at 10 µM. hit rate 1.4% among 330,000. AID 463195;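 active means inhibition of 40% or more at the single tested concentration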;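 further: wild-type TIM10 isogenic control strain grown at permissive 25 °C; 0% = DMSO yeast wells and 100% = minimal medium wells without yeast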
# hIAP act – human IAP activation; activation factor at 10 µM; purified human IAP, CDP-Star luminescence, 30 min; active compounds read high; 1 = vehicle-only enzyme, 0 = enzyme-free background; P09923; hit rate 0.16% among 330,000;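 active means activation factor of the enzyme at least 2-fold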; further: the source names both 10 and 20 µM as test concentration; values of inactives mirror those of a sister screen read the other way
# Target sequence (P09923 whole entry, looked up): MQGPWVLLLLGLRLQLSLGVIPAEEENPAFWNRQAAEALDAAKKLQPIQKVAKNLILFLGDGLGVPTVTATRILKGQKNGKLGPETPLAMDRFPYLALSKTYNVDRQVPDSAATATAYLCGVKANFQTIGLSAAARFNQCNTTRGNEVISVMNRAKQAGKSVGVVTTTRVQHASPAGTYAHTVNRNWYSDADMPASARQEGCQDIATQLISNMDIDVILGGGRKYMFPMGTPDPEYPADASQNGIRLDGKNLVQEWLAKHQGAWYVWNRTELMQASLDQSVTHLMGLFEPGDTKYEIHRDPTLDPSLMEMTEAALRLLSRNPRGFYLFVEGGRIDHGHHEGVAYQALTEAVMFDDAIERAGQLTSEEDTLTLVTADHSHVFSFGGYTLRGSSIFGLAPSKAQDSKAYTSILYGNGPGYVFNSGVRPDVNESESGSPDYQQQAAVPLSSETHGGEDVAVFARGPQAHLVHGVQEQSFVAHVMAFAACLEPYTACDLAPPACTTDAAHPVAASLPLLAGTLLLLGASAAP
# mIAP act – mouse IAP activation | muIAP, CDP-Star luminescence, 30 min; active compounds read high; 1 = vehicle-only enzyme signal, 0 = enzyme-free wells | AID 2805 | hit rate 0.24% among 330,000 | activation factor at 10 µM;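 active means activation factor of at least 2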; further: the source names both 10 and 20 µM as test concentration; values of inactives mirror those of a sister screen read the other way
#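 Assay system: mouse IAP enzyme / Compound: DMSO-dissolved test compounds / Timing: 30 min, room temperature / Measured by: luminescence from enzymatic CDP-Star hydrolysis / Control set: DMSO-only wells, enzyme-free buffer wells as negative control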
# ATG4B inh – ATG4B (human) cysteine protease inhibition; ATG4B cleavage of LC3-PLA2, NBD-HPC fluorescence, 1 h; Q9Y4P1; hit rate 0.51% among 340,000; inhibition, % at 8.33 µM; in the data active means inhibition above about 40%
# Target sequence (Q9Y4P1 whole entry, looked up): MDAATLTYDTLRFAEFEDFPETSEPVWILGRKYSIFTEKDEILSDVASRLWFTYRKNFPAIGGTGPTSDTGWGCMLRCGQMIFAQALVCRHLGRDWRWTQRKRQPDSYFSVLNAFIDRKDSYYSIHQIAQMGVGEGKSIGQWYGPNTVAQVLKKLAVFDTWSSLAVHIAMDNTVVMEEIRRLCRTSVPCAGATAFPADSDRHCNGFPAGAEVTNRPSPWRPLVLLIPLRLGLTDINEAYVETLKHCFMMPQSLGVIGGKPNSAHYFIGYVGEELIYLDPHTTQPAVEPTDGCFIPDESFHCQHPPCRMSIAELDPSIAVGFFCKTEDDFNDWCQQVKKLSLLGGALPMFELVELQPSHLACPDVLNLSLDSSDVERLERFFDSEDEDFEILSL
# Apaf-1 inh – inhibitors of human Apaf-1 apoptosome | O14727 | reconstituted apoptosome caspase-3 activity, DEVD-Rh110 fluorescence | inhibition, % at 20 µM | hit rate 0.71% among 330,000 | AID 489030; active means inhibition of at least 40% at 20 µM;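 further: plate controls were DMSO wells for no effect and DEVD-CHO caspase inhibitor wells for full effect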
#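 Material: biochemical Apaf-1 apoptosome reconstitution. Medium: Hepes buffer, pH 7.5. Also added: cytochrome c activation, bis-DEVD rhodamine 110 substrate. Timing: 30 min compound preincubation, 50 min activation, room temperature. Measured by: rhodamine 110 fluorescence at Ex 480/Em 540 nm.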
# hIAP inh – blocks human intestinal alkaline phosphatase. P09923. purified IAP, CDP-Star luminescence, 30 min. inhibition, % at 10 µM. hit rate 0.12% among 330,000;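 active means inhibition reaching a set limit with compound at 10 µM in the primary screen, cut at about 35% in these data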;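 further: plate controls were DMSO wells with enzyme for no effect and no-enzyme buffer wells for full effect; values of inactives mirror those of a sister screen read the other way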
# tim10-1 inh – tim10-1 yeast growth inhibition; S. cerevisiae tim10-1 ts strain growth, BacTiter-Glo, 24 h; inhibition, % at 20 µM; hit rate 2.2% among 330,000;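 active means inhibition of at least 40%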;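 further: mutant grown at 25 °C; 0% = DMSO wells with yeast and 100% = wells holding no yeast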
# NALP3 yeast inh – inhibitors of NALP3 inflammasome in yeast; AID 2825; inhibition, % at 10 µM; Yeast reconstituted NLRP3/ASC/caspase-1, beta-gal luminescence, 24 h; hit rate 0.39% among 330,000;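 active means inhibition of 50% or more; inactive means inhibition below 50%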;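 further: plate controls were induced DMSO wells for no effect and uninduced yeast grown without galactose for full effect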
# Numbers without * were called inactive; i = inactive; & = joins results of further samples.
SMILES,mIAP inh,TIM10 inh,hIAP act,mIAP act,ATG4B inh,Apaf-1 inh,hIAP inh,tim10-1 inh,NALP3 yeast inh
O=C(Nc1ccccc1C(F)(F)F)c1ccc2nccnc2c1,2,-10,1.1,0.98,9,5,-8,-30,14
COc1cccc(NC(=O)C(Sc2nnnn2C)c2ccccc2)c1 (centres undefined),-7,5,0.88,1.1,-12,-1,12,6,-4
CC(NC(=O)c1ccccc1Cl)C(=O)O (centres undefined),-17,-9,1,1.2,-5,i,-1,-13,-4
Cc1c(OCc2ccc(C(=O)O)o2)ccc2c3c(c(=O)oc12)CCC3,-2,4,0.86,1,7,16,14,12,8
CC(C)CNC(=O)c1cccc2c1-c1ccccc1C2=O,13,9,0.96,0.87,-3,-3,4,1,8
CCCOc1ccc(/C=N/NC(=O)CN2CCCCC2)cc1,9,-8,1.1,0.91,-7,2,-11,2,19
OCCC1CN(Cc2cc3c(cc2Cl)OCO3)CCN1C1CCCCC1 (centres undefined),6,-4,0.98,0.94,0,-4,2,6,17
COc1cc2c(cc1OC)C(c1cccs1)N(C(=S)NC(C)C)CC2 (centres undefined),-6,-10,1.1,1.1,-1,16,-10,15,14
CCN1CCC(NCCc2ccc(F)cc2)CC1,8,-49,0.86,0.93,-2,2,14,-44,20
Cc1ccc(C)n1-n1c(C)nc2sc(-c3ccccc3)cc2c1=O,7,-7,0.94,0.93,10,26,6,-1,20
CCOc1ccc(OCCC(=O)OCC(=O)NC2CCCC2)cc1,8,5,0.91,0.92,-2,5,10,26,16
CSC1=NCCN1C(=O)c1c(F)cccc1Cl,6,2,1,0.94,-6,6,0,-6,0
COCCCNCCOc1cc(C(C)C)ccc1C,2,-5,1.2,0.97,-10,0,-22,-26,11
CN1CCc2c(sc(N)c2C(=O)c2ccc(Cl)cc2)C1,8,17,1,0.92,-9,4,-2,9,21
CCOP(=O)(OCC)c1nc(-c2cccc3ccccc23)oc1NCCc1ccc(OC)cc1,-16,18,1,1.2,-10,0,-3,17,10
CC(=O)c1ccc(OCC(O)CN(C)Cc2cccs2)cc1 (centres undefined),2,-4,1,0.98,-7,-4,-3,8,18
CCOC(=O)c1c(C)[nH]c(C)c1C=O,-4,-16,1,1,12,-6,-4,-5,-14
CC(C)OC(=O)CSc1n[nH]c(-c2cccnc2)n1,-13,0,1.1,1.1,-4,10,-8,-2,10
CC(C)CCn1c(-c2nonc2N)nc2ccccc21,9,9,0.97,0.91,1,22,3,5,3
COc1ccc(CCNC(N)=S)cc1OC,9,0,0.93,0.91,-7,-4,7,0,6
COc1ccc(CNc2ccc(C)c(C)c2)cc1,-1,3,1,1,-2,3,-4,-3,12
COc1cc(OC)cc(-c2c(-c3cccs3)c3cc(Br)ccc3n2C)c1,25,-4,0.85,0.75,-8,15,15,11,-3
Cc1ccc(C(=O)NC(=S)NNC(=O)c2ccc([N+](=O)[O-])cc2)cc1,20,12,0.86,0.8,0,2,14,6,30
O=C(c1ccccc1F)N1CCN(c2ccc([N+](=O)[O-])c3cccnc23)CC1,8,20,0.8,0.92,-4,-7,20,22,4
C=CCc1ccc(OCCOCCOc2ccccc2[N+](=O)[O-])c(OC)c1,6,13,1.8,0.94,10,17,-84,14,12

# An excerpt of these results, with two lines to a compound:
# Results follow in this order: mIAP inh	TIM10 inh	hIAP act	mIAP act	ATG4B inh	Apaf-1 inh	hIAP inh	tim10-1 inh	NALP3 yeast inh
C=CCc1ccc(OCCOCCOc2ccccc2[N+](=O)[O-])c(OC)c1
    6	13	1.8	0.94	10	17	-84	14	12
CN1CCc2c(sc(N)c2C(=O)c2ccc(Cl)cc2)C1
    8	17	1	0.92	-9	4	-2	9	21
CCOC(=O)c1c(C)[nH]c(C)c1C=O
    -4	-16	1	1	12	-6	-4	-5	-14
COCCCNCCOc1cc(C(C)C)ccc1C
    2	-5	1.2	0.97	-10	0	-22	-26	11
O=C(Nc1ccccc1C(F)(F)F)c1ccc2nccnc2c1
    2	-10	1.1	0.98	9	5	-8	-30	14

# Further structures:
SMILES,mIAP inh,TIM10 inh,hIAP act,mIAP act,ATG4B inh,Apaf-1 inh,hIAP inh,tim10-1 inh,NALP3 yeast inh
CSc1ccccc1C(=O)NCCc1ccc(S(=O)(=O)N2CCCCC2)cc1,-6,13,0.99,1.1,1,-1,0,31,-2
CCn1c(C)nc2cc(C(=O)NNC(=S)Nc3ccc(Cl)cc3Cl)ccc21,-14,17,2.1*,1.1,-20,15,-114,21,10
COc1nc(N)nc(NC(=O)c2cccs2)c1N=O,-1,-1,1.1,1,15,-16,-10,-9,20
CCOC(=O)c1sc(NC(=S)NC(=O)c2ccccc2Cl)c(C(=O)OCC)c1C,7,-20,1,0.93,0,22,0,-7,4
CN(C)S(=O)(=O)c1ccc(N2CCCC2)c(C(=O)Nc2ccc(N3CCOCC3)cc2)c1,0,5,1.2,1,-3,4,-23,25,1
S=C(NCC1CCCO1)Nc1cccc(Cl)c1 (centres undefined),-2,5,1,1,1,-2,-4,14,-5
CC(NC(=O)c1cc(COc2ccc3ncccc3c2)on1)c1ccc(F)cc1 (centres undefined),-1,-20,0.94,1,2,11,6,-14,22
Cc1ccc(N(CC(=O)NC2CCCC2)C(=O)CNC(=O)c2cccs2)cc1C,7,-16,0.99,0.93,1,4,1,9,-12
CC(CC(=O)C1C(C)C=CCC1(C)C)NNC(N)=O (centres undefined),-2,-4,1.1,1,-3,9,-8,14,23
Cc1cc(C)n(S(=O)(=O)/C=C/c2ccccc2)n1,0,44*,0.97,1,-9,-9,3,50*,18
O=C(c1cccc(C(F)(F)F)c1)C1CCCN(C(=O)CCCn2cncn2)C1 (centres undefined),3,-18,0.94,0.97,-5,-8,6,20,11
CCc1ccc(C(=O)CSc2nc3ccccc3c(=O)[nH]2)cc1,13,-14,0.94,0.87,-9,-1,6,4,20
COc1ccc(S(=O)(=O)NCC2CCCO2)c(Cl)c1Cl (centres undefined),4,6,1,0.96,-6,-9,-1,-7,17
CCOc1ccccc1NC(=O)C1CCC(CNc2c(N3CCCCC3)c(=O)c2=O)CC1 (centres undefined),-9,9,1,1.1,-7,6,-3,13,7
CCOc1ccc(-n2cc(C(=O)N3CCCCCC3)c3cc(OC)c(OC)cc3c2=O)cc1,5,24,0.97,0.95,-8,2,3,11,2
O=C(N/N=C/c1cccs1)c1ccc(NC(=O)c2ccccc2Cl)cc1,2,31,0.98,0.98,-10,-4,2,-20,5
CCCCCC(=O)NC(=S)Nc1ccc(N2CCCCC2)c(Cl)c1,1,5,0.96,0.99,-1,6,4,14,13
N#Cc1ccc(CN2CCN(C(=O)c3cc(C4CC4)nn3-c3ccccc3)CC2)cc1,-4,14,1,1,-3,19,-3,7,15
CC12CCC(=O)N1C(C(=O)Nc1nnc(SCc3ccccc3)s1)CS2 (centres undefined),7,18,1,0.93,9,13,-1,36,16
CCC(C(=O)OCC(=O)Nc1ccccc1-c1ccccc1)c1ccccc1 (centres undefined),-1,-4,1.1,1,12,19,-10,21,22
CCOC(=O)c1cn(-c2nc(-c3ccc(Cl)c(Cl)c3)cs2)c2c(F)c(N3CCOCC3)c(F)cc2c1=O,-5,-10,1,1.1,2,19,0,7,-8
CC(C)(C)N1C(=O)c2ccccc2NC(=O)N1Cc1ccccc1,0,-17,1.1,1,-4,11,-8,-3,19
CS(=O)(=O)N(CC(=O)NCC1CCCO1)c1cc(Cl)ccc1Cl (centres undefined),-6,-12,1,1.1,2,-3,-3,-3,-3
COc1ccc(/C=C/C(=O)NC(C)CCc2ccccc2)cc1 (centres undefined),-25,-6,1.1,1.3,-6,13,-7,8,29
Cc1ccc(CNC(=O)CCS(=O)(=O)c2ccc3c(c2)CC(C)N3C(=O)C2CC2)o1 (centres undefined),-3,-4,1.1,1,-11,2,-12,-9,5

# Structures listed above printed as active in TIM10 inh.
canonical_smiles	mIAP inh	TIM10 inh	hIAP act	mIAP act	ATG4B inh	hIAP inh	NALP3 yeast inh
Cc1cc(C)n(S(=O)(=O)/C=C/c2ccccc2)n1	0	44*	0.97	1	-9	3	18

# Continued:
SMILES,mIAP inh,TIM10 inh,hIAP act,mIAP act,ATG4B inh,Apaf-1 inh,hIAP inh,tim10-1 inh,NALP3 yeast inh
Oc1ccccc1/C=N/Nc1nccnc1Cl,9,28,1.1,0.91,-14,-3,-5,55*,33
NC(=NCCc1ccccc1)c1cccc([N+](=O)[O-])c1,-4,15,0.95,1,-3,-1,5,9,19
OCCN(CCO)CC(O)COc1ccc(Br)cc1 (centres undefined),9&-7,-5&-2,0.98&1,0.91&1.1,-6&4,0&0,2&-4,2&-3,11&13
CCn1cc(CN2CCC(n3nccc3NC(=O)C(OC)c3ccccc3)CC2)cn1 (centres undefined),-1,1,1.1,1,-4,4,-13,-5,22
O=C(OCC(=O)N1CCCc2ccccc21)c1cncc(Br)c1,-7,1,0.96,1.1,-1,3,4,19,15
CCNc1c(NS(=O)(=O)c2ccc(Cl)s2)c(=O)oc2ccccc12,5,-4,1,0.95,-3,4,-4,-13,3
CCCOc1cccc(C(=O)NC(=S)Nc2cccc(C(F)(F)F)c2)c1,20,41*,1,0.8,-4,5,0,17,21
COc1ccc(OC)c(C2CC(c3ccc(NS(C)(=O)=O)cc3)=NN2C(=O)c2ccccc2)c1 (centres undefined),2,-1,1.2,0.98,-16,19,-16,18,9
CCOc1ccc(N(CC(=O)NCC2CCCO2)S(=O)(=O)c2ccc(OC)c(OC)c2)cc1 (centres undefined),7,4,1.1,0.93,-7,9,-14,22,-4
O=S(=O)(Cc1cc(-c2ccccc2)no1)c1ccccc1,-6,-5,0.93,1.1,-5,-5,7,-9,25
Cc1cc(N/N=C/c2ccccc2Cl)nc(NCc2ccccc2)n1,4,-5,1,0.95,85*,8,-2,-21,-3
Cc1ccc(C(=O)N2CCCC(CCC(=O)N3CCN(c4ccccn4)CC3)C2)cn1 (centres undefined),-4,0,1.2,1,3,2,-18,7,0
O=C(CSc1ccc([N+](=O)[O-])cn1)Nc1ccc(N2CCOCC2)c(Cl)c1,3,18,1.1,0.97,-2,-5,-8,22,17
CCOc1ccc(NC(=O)CCCn2nc(C)c3c(C)n(-c4ccccc4)nc3c2=O)cc1,12,5,1.1,0.88,1,0,-6,25,8
Cc1ccc(OCCCC(=O)NC(C)c2ccccc2)c(C)c1 (centres undefined),2,7,1.1,0.98,-3,11,-6,8,17
O=C(COC(=O)Cn1nnc(-c2ccccc2)n1)Nc1ccccc1Br,-10,5,1.2,1.1,-8,3,-15,16,19
N#C/C(=C\c1ccccc1)C(=O)NCc1ccc(F)cc1,6,34,0.92,0.94,4,12,8,26,13
COC(=O)C1=C(C)N=C2SCCC(=O)N2C1/C=C/c1ccccc1 (centres undefined),-2,7,0.91,1,-1,13,9,18,11
O=C(/C=C/c1cccc([N+](=O)[O-])c1)NC1CC2CCC1C2 (centres undefined),18,9,0.97,0.82,-4,0,3,16,19
CCCCN(CCCC)CCNC(=O)c1ccc2nc(-c3ccccc3NC(C)=O)c(=O)[nH]c2c1,4,-16,1.1,0.96,-6,-6,-10,-2,16
O=C(NCc1cccc(C(F)(F)F)c1)c1ccc2c(c1)OCCO2,-1,0,0.91,1,12,1,9,-1,16
CCN(Cc1ccccc1)C(=O)c1ccc(NC(=O)c2ccc(OC)cc2)cc1,-3,23,1.1,1,-11,7,-6,31,25
CCN1C(=NCCc2c[nH]c3ccccc23)N[C@@H](c2ccccc2)[C@H](C(=O)OC)[C@H]1C,-10,0,0.94,1.1,5,-7,6,9,15
O=C(c1ccc(S(=O)(=O)Nc2cccc(C(F)(F)F)c2)cc1)N1CCOCC1,-2,-2,1,1,4,13,0,2,16
